# Compound activity as filed in PubChem BioAssay.
# Gli-Sufu antag – antagonists of Gli-Sufu signaling; Sufu-KO-LIGHT fibroblasts, Gli luciferase reporter luminescence; inhibition, % at 5 µM; actives 0.74% (n = 340,000); AID 588413;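 active means inhibition above about 55%, limit read from the data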;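 further: 0% = DMSO-treated cells and 100% = wells with medium but no cells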
# 697 NFkB inh – lowers PMA/ionomycin-induced NF-kB signal in 697 B cells | actives 0.33% (n = 330,000) | 697 B-cell NF-kB luciferase reporter, 16 h | inhibition, % at 4 µM; in the data active means inhibition above about 35%
# SENP8 block – SENP8 protease inhibition. Q96LD8. inhibition, % at 10 µM. purified SENP8, Z-RLRGG-aminoluciferin cleavage, luminescence. actives 1.2% (n = 330,000)
# Target sequence (Q96LD8 whole entry, looked up): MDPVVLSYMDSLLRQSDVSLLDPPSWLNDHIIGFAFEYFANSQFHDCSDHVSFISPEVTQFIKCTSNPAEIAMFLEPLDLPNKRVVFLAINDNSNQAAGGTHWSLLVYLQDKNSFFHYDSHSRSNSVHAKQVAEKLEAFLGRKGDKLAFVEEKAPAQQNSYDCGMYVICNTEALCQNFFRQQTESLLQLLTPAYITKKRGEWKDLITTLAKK
# Jurkat NFkB inh – inhibitors of the PMA/ionomycin-induced NF-kB reporter in Jurkat cells; actives 0.53% (n = 330,000); AID 435003; inhibition, % at 4 µM; PMA/ionomycin-induced NF-kB luciferase reporter, luminescence
# CCR6 antag – antagonists of human CCR6 receptor | inhibition, % at 20 µM | P51684 | actives 0.49% (n = 340,000) | AID 493098 | CHO-K1 CCR6 PathHunter beta-arrestin, luminescence, CCL20-stimulated;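 active means compounds whose inhibition of the agonist-driven luminescence signal at 20 µM reaches about 50%, limit read from the data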;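 further: cells stimulated with CCL20 at 14 nM final; plate controls were DMSO with CCL20 for no effect and DMSO without agonist for full effect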
# Apaf1 inhib – inhibitors of human Apaf-1 apoptosome; O14727; reconstituted apoptosome caspase-3 activity, DEVD-Rh110 fluorescence; inhibition, % at 20 µM; actives 0.71% (n = 330,000); active means inhibition of at least 40% at 20 µM;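 further: plate controls were DMSO wells for no effect and DEVD-CHO caspase inhibitor wells for full effect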
#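 Assay system: Apoptosome proteins | Medium: pH 7.5 Hepes buffer with CHAPS, BSA, DTT | Also added: Cytochrome c and DEVD-Rh110 substrate | Times: 30 min plus 50 min, RT | Detection: Rhodamine 110 fluorescence at Ex 480/Em 540 nm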
# UBC13 polyUb – inhibitors of human UBC13 polyubiquitin chain formation; P61088; TR-FRET; inhibition, % at 20 µM; actives 0.47% (n = 330,000); in the data active means inhibition above about 45%, passing the limit was not always enough; inconclusive means no clear call, values can overlap the other calls
# Target sequence (P61088 whole entry, looked up): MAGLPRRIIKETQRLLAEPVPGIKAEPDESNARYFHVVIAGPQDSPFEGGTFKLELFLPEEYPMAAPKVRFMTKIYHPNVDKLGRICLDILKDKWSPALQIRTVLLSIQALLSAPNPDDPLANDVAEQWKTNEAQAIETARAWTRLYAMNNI
# EBI2 antag – blocks human EBI2 receptor beta-arrestin signaling. EBI2 beta-arrestin recruitment, luminescence, 7a,25-OHC stimulated. P32249. actives 0.81% (n = 360,000). inhibition, % at 5 µM; in the data active means inhibition above about 38%;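 further: enzyme fragment complementation signal reports receptor beta-arrestin coupling in cells; 0% = agonist plus DMSO wells and 100% = wells without agonist; some results beyond the cut were filed as inactive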
# Target sequence (P32249 whole entry, looked up, the tested form may be a part): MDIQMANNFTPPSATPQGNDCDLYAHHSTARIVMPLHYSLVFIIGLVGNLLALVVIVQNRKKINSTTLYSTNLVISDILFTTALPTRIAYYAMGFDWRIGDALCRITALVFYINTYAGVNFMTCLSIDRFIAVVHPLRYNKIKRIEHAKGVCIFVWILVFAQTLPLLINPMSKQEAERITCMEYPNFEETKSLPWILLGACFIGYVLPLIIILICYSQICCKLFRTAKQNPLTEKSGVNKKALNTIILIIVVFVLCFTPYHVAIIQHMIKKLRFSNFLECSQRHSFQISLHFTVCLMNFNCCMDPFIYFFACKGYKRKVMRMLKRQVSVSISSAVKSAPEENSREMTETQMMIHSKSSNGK
# Active calls of the source: *; ? = inconclusive; . = not tested or not shown. Unless noted, no stated cut-off is given here; in the data, active means inhibition above about 50%; inactive means the rest.
Structure	Gli-Sufu antag	697 NFkB inh	SENP8 block	Jurkat NFkB inh	CCR6 antag	Apaf1 inhib	UBC13 polyUb	EBI2 antag
CCN(C(=O)CSc1nnc(-c2ccc3c(c2)OCO3)o1)C1CCS(=O)(=O)C1 (stereo not drawn)	-3.6	13.7	-3.0	3.1	-0.9	-6.9	-2.7	-13.5
CSCCC(NS(=O)(=O)c1ccc(C)cc1)C(=O)N1CCCCCCC1 (stereo not drawn)	4.2	5.1	-3.0	0.4	5.5	-4.4	1.8	0.7
Cc1c(C(=O)NC2CCS(=O)(=O)C2)oc2ccccc12 (stereo not drawn)	17.1	13.7	-4.7	10.2	14.0	-0.1	5.3	4.2
O=S(=O)(c1cccc(-c2cn3ccccc3n2)c1)N1CCCCC1	44.5	-22.7	-0.3	-2.6	9.3	4.3	-0.6	3.9
CN(/N=C/c1ccncc1)c1cnc2ccccc2n1	-74.9	-118.4	-8.4	-110.8	14.4	-21.9	0.8	9.6
CN1CCN(c2ccc(NC(=O)CN3CCOCC3)cc2F)CC1	7.0	-3.8	4.8	-20.1	-0.6	9.5	-8.7	1.5
COC(=O)c1ccc(NC(=O)C23CC4CC(C2)CC(n2cncn2)(C4)C3)cc1	8.3	-21.4	6.4	-21.2	-28.9	-0.6	-1.9	-12.9
Cc1ccccc1OCC(=O)Nc1nc(C)c(C(=O)N(C)C)s1	-9.1	-9.8	2.5	4.5	9.7	-12.0	4.8	-4.1
CN(CC(=O)Nc1ccc(F)cc1)C(=O)CSc1nc2ncc(Cl)cc2[nH]1	-8.8	17.2	16.2	-0.2	11.8	-6.0	-1.1	-2.2
CCCc1cc(-c2n[nH]c(=S)n2Cc2ccccc2)cs1	17.5	9.2	6.1	-2.9	-26.7	3.6	12.3	0.1
CNC(=O)c1cc2c(ccc3ccccc32)oc1=N	.	12.5	-3.0	-4.4	.	0.0	4.4	.
CN1C(=O)CC(Nc2cccc3cccc(N)c23)C1=O (stereo not drawn)	23.2	25.2	44.5	13.0	3.7	53.9*	-12.8	-20.3
CCCCCCn1nc(C(=O)N(CCCC)c2c(N)n(CCC)c(=O)[nH]c2=O)c2ccccc2c1=O	3.7	-2.6	-7.6	-2.3	1.3	11.2	-6.6	5.0
O=C1NC2(CCCCC2)N=C1c1ccccc1	0.1	20.8	0.4	2.7	-2.4	-16.2	7.6	-6.7
Cc1ccccc1-n1c(Cn2c(=O)sc3ccccc32)nnc1SCC(N)=O	8.6	-4.9	-12.1	-25.4	-11.8	-1.9	-8.5	-0.1
Cc1ccc(CCNC(=O)CN(C)S(=O)(=O)c2ccc3c(c2)c(=O)n(C)c(=O)n3C)cc1	5.8	2.0	8.3	-10.5	4.3	-0.3	4.7	-2.8
CC(=O)N1CCc2cc(S(=O)(=O)NC(Cc3ccccc3)C(=O)Nc3cc(C)ccn3)ccc21 (stereo not drawn)	5.3	-16.2	-13.0	-2.5	19.1	4.7	-5.1	-2.5
COc1ccc(CC(=O)NCCS(=O)(=O)N2CCN(c3ccccc3)CC2)cc1	-7.6	19.4	3.8	-4.1	11.3	2.1	-4.9	1.9
COc1cccc(OC)c1C(=O)Nc1ccc2c(c1)CCCN2S(=O)(=O)c1ccc(C)cc1	2.6	-9.5	-6.4	7.1	6.3	0.7	-6.4	10.4
COc1ccc(CC(=O)NNC(=O)c2cc(C)[nH]n2)cc1	6.7	2.4	1.3	-5.5	8.9	-12.9	3.6	-5.2
Cc1ccc(CCN2CC(C(=O)NC3CCCCC3)CC2=O)cc1 (stereo not drawn)	-17.1	0.2	0.0	5.0	7.2	-6.7	5.8	15.5
Cc1ccc(C(C)NC(=S)NCc2ccc(F)cc2)cc1C (stereo not drawn)	11.4	11.7	-0.1	38.1	20.7	19.0	4.3	4.3
O=C1CC(SCCO)C(=O)N1c1ccc(Oc2ccccc2)cc1 (stereo not drawn)	-2.8	11.3	11.1	2.9	-5.4	-2.5	-2.1	1.3
Cc1cccc(-n2ncc3c(N4CCCc5ccccc54)ncnc32)c1	-71.7	-161.9	-3.8	-49.1	4.8	4.4	?	20.8
O=C(NCCCCCc1nc2ccccc2[nH]1)c1ccccc1Cl	0.5	5.3	-4.0	-5.1	7.8	-4.1	-12.9	10.5

# Structures from the list above that have a Cl atom, in the order listed:
Structure	Gli-Sufu antag	697 NFkB inh	SENP8 block	Jurkat NFkB inh	CCR6 antag	Apaf1 inhib	UBC13 polyUb	EBI2 antag
CN(CC(=O)Nc1ccc(F)cc1)C(=O)CSc1nc2ncc(Cl)cc2[nH]1	-8.8	17.2	16.2	-0.2	11.8	-6.0	-1.1	-2.2
O=C(NCCCCCc1nc2ccccc2[nH]1)c1ccccc1Cl	0.5	5.3	-4.0	-5.1	7.8	-4.1	-12.9	10.5

# Remaining list, next part.
Structure	Gli-Sufu antag	697 NFkB inh	SENP8 block	Jurkat NFkB inh	CCR6 antag	Apaf1 inhib	UBC13 polyUb	EBI2 antag
CC(C)(C)N(Cc1ccccc1)C(=O)COC(=O)c1ccc([N+](=O)[O-])o1	-9.0	20.5	4.2	5.8	-3.9	4.3	-2.0	-25.2
c1ccc(CCn2c(C3CC3)nc3ccccc32)cc1	5.5	-1.3	4.4	-13.0	0.3	-7.4	-0.6	-3.0
COC(=O)c1ccc(C2C(C#N)=C(N)Oc3cc(O)ccc32)cc1 (stereo not drawn)	14.9	9.9	-12.4	5.4	-6.9	-4.4	11.1	15.4
CC(=O)C[C@@H](O)CC(=O)[C@H]1OC(=O)[C@@H](C)C/C=C\Cc2ccccc21	-6.1	-3.9	-1.2	0.5	-2.7	-6.4	1.3	-1.4
O=[N+]([O-])c1ccc(CSc2nc3ccccc3[nH]2)cc1	-4.3	-86.8	34.4	-81.2	7.6	17.3	1.7	12.7
Cc1ccc(S(=O)(=O)N2CCCCC2)cc1NC(=O)CSc1nnnn1C	6.2	16.9	0.5	10.5	-6.7	-17.4	-0.9	9.3
Cc1nc(NCc2ccc3c(c2)OCO3)c2nnn(Cc3ccccc3)c2n1	-1.3	0.7	-6.6	0.7	-2.5	-7.8	2.0	-2.6
C=CCn1c(=O)[nH]c2cc(C(=O)N3CC=C(c4ccccc4)CC3)ccc2c1=O	-17.6	-11.3	-5.1	-4.3	11.6	14.3	7.7	0.9
CC(C)[C@H](NC(=O)N1CCn2c1nc1ccccc12)C(=O)NCC1CCCO1 (stereo partly drawn)	-5.5	5.0	-18.7	1.1	1.5	-12.3	-6.1	4.4
O=C(CN1CCSCC1)N/N=C/c1ccccc1F	2.2	9.9	1.5	2.7	-0.1	-14.4	3.6	-2.6
CC(=O)Oc1cccc(C(=O)Nc2ccccc2NC(=O)c2cccc(OC(C)=O)c2)c1	6.3	17.2	5.2	6.6	-8.2	1.9	2.6	4.7
COc1ccc(S(=O)(=O)N2CCSCC2)cc1	-2.3	10.4	-5.7	-9.8	-1.3	4.7	1.2	-13.2
Cc1ccc(NC(=O)OCCNC(=O)OC(C)C)cc1	-13.7	6.3	-9.8	-16.7	3.1	0.3	-0.8	-9.7
Cc1c[n+](CC(=O)c2ccccc2)c(C)cn1	-2.7	-27.0	2.4	-8.1	9.8	-3.1	-5.8	-6.7
CC(C)(CN1CCC(Cc2ccccc2)CC1)NS(=O)(=O)c1ccccc1	-1.4	-7.6	8.3	3.1	20.7	-4.9	-2.6	-11.4
Cc1ccc(NC(=O)Cn2cccc2)cc1C	-4.6	-1.5	-1.5	-4.4	-15.8	-3.9	2.1	10.6
FC(F)(F)c1cccc(-n2cc(-c3ccccc3)[nH]c2=S)c1	0.7	-3.2	3.5	0.7	3.6	23.8	10.8	9.2
CS(=O)(=O)c1cccc(S(=O)(=O)N2CCN(c3ccccn3)CC2)c1	-2.2	7.4	-5.8	9.3	11.8	-0.4	0.8	-10.2
CCOCCCn1c(-c2ccc(Cl)cc2)n[nH]c1=S	5.2	-7.0	-2.3	11.0	6.9	-0.6	10.2	1.0
O=C(Cc1c[nH]c2ccccc12)Nc1cccc(S(=O)(=O)N2CCCCC2)c1	.	-2.2	-1.3	-4.5	.	15.2	4.2	.
COc1ccc(-c2nn(-c3ccccc3)cc2C(=O)NC2CCCCC2C)cc1 (stereo not drawn)	7.7	10.6	2.3	-6.6	11.2	19.0	-0.2	7.7
O=C(NCCCN1CCCC1)Nc1ccccc1[N+](=O)[O-]	17.9	9.3	-2.5	0.6	-4.2	9.4	3.6	-6.7
COc1cc(OC)c2c(C)cc(=O)oc2c1C(CCN1CCN(c2ccccc2)CC1)c1ccc2c(c1)OCO2 (stereo not drawn)	17.4	2.0	2.7	-4.3	20.8	12.7	16.8	19.7
CCOC(=O)C1=C(COC(=O)C2CC(=O)N(CCc3ccccc3)C2)NC(=O)NC1C (stereo not drawn)	5.6	-12.3	-0.4	-1.6	-3.4	6.1	2.6	-6.8
Cc1ccc(C)c(NC(=O)CSc2ccc(S(=O)(=O)N3CCCC3)cn2)c1	-5.6	2.1	-6.3	-8.1	18.9	-2.6	5.1	8.1
Cc1ccc(S(=O)(=O)N(C)C)cc1NC(=O)CN1C(=O)NC2(CCCc3ccccc32)C1=O (stereo not drawn)	3.5	7.9	-0.9	3.4	12.3	-6.9	5.9	-7.6
CN(C)c1ccc(N/C=C/C(=O)c2ccco2)cc1	-129.9	-112.0	90.3*	-97.8	8.0	4.6	-67.8	-2.9

# Entries shown so far containing a halogen, in the order listed:
Structure	Gli-Sufu antag	697 NFkB inh	SENP8 block	Jurkat NFkB inh	CCR6 antag	Apaf1 inhib	UBC13 polyUb	EBI2 antag
CN1CCN(c2ccc(NC(=O)CN3CCOCC3)cc2F)CC1	7.0	-3.8	4.8	-20.1	-0.6	9.5	-8.7	1.5
CN(CC(=O)Nc1ccc(F)cc1)C(=O)CSc1nc2ncc(Cl)cc2[nH]1	-8.8	17.2	16.2	-0.2	11.8	-6.0	-1.1	-2.2
Cc1ccc(C(C)NC(=S)NCc2ccc(F)cc2)cc1C (stereo not drawn)	11.4	11.7	-0.1	38.1	20.7	19.0	4.3	4.3
O=C(NCCCCCc1nc2ccccc2[nH]1)c1ccccc1Cl	0.5	5.3	-4.0	-5.1	7.8	-4.1	-12.9	10.5
O=C(CN1CCSCC1)N/N=C/c1ccccc1F	2.2	9.9	1.5	2.7	-0.1	-14.4	3.6	-2.6
FC(F)(F)c1cccc(-n2cc(-c3ccccc3)[nH]c2=S)c1	0.7	-3.2	3.5	0.7	3.6	23.8	10.8	9.2
CCOCCCn1c(-c2ccc(Cl)cc2)n[nH]c1=S	5.2	-7.0	-2.3	11.0	6.9	-0.6	10.2	1.0

# Some of the compounds tested (hit frequency here may not be typical).
